Screens deposited in PubChem by Broad Institute.
ERAP1 HTS inh – ERAP1 (human) enzyme inhibition; Q9NZ08; recombinant ERAP1, Leu-AMC fluorescence, 60 min; inhibition, % at 10.7 µM; 340,000 tested, 0.15% active;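 active means mean replicate inhibition of at least 30%, or all replicates individually reaching that 30% level; inactive means mean below 30% and not every replicate reaching it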;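 further: 0% = neutral control wells and 100% = L-leucinethiol positive control wells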
PglD DTNB – PglD (C. jejuni) enzyme inhibition. purified PglD enzyme, DTNB colorimetric CoA detection. inhibition, % at 12.5 µM. 360,000 tested, 0.098% active; in the data active means inhibition above about 16%, passing the limit was not always enough; further: strong numbers were not always called active
miR122 inh – blocks miR-122 activity in Huh7 sensor cells. AID 602342. Huh7 miR-122 Renilla luciferase sensor, 48 h; neutral wells = 0, positive control = 100. 340,000 tested, 0.3% active. activation (reporter increase), % at 12.5 µM;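 active means mean replicate activation score at least 90 and every replicate individually at or above 90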;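 further: higher luciferase means less miR-122 activity so hits act as miR-122 inhibitors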
E-selectin induc – E-selectin induction on HUVECs; activation, % at 7.58 µM; HUVEC E-selectin immunofluorescence imaging; normalized: neutral wells 0, TNF-alpha wells 100; 260,000 tested, 0.37% active;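 active means mean E-selectin-positive cell signal at least 10% of the positive control, reached in at least 60% of replicates, without over 20% cell loss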;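 further: in these data hits start at about 27%; measured in HUVEC primary endothelial cells; signal is the percent of cells scored E-selectin positive by PE staining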
Target sequence (P16581 whole entry, looked up): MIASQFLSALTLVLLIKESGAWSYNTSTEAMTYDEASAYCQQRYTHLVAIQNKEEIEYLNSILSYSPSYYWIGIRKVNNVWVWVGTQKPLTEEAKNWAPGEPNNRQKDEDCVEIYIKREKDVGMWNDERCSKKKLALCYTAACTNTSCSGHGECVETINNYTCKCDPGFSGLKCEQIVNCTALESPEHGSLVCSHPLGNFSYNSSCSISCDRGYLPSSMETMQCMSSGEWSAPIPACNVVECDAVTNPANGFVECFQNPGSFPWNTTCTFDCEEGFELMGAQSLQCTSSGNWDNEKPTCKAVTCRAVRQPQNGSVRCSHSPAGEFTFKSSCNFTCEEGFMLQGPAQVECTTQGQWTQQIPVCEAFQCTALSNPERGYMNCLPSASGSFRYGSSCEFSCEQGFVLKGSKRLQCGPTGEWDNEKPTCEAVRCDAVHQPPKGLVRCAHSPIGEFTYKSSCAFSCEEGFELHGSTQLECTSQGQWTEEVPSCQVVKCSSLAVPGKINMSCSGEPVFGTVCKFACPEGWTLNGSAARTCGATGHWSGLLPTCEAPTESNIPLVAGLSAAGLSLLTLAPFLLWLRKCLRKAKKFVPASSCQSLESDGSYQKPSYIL
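Material: HUVEC primary endothelial cells; Amount: 3,000 cells per well; Dosing: single concentration; Medium: EGM-2 growth medium on 0.1% gelatin-coated wells; Read-out basis: percent E-selectin-positive cells; Signal: immunofluorescence imaging; Control set: TNF-alpha, DMSO.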
Cneo AK release – causes C. neoformans cell lysis | AID 651654 | lysis activity, % at 15 µM | 360,000 tested, 0.2% active | adenylate kinase release luminescence, 4 h; normalised: neutral wells 0, clomiphene wells 100;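 active means mean lysis activity across replicates of at least 80%, whatever share of replicates individually reach that level; inactive means mean lysis activity below 80%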
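Signal: Adenylate kinase release luminescence | Assay system: Log-phase Cryptococcus neoformans yeast cells | Input: Cells at 5 × 10^6 per mL | Buffer or medium: Fresh YPD growth medium | Compound: Single dose | Schedule: Static 4 h at 37 °C with compound, 1 h detection | Controls: Clomiphene | Read-out: Luminescence rise reflecting yeast cell lysis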
RAD52 anneal inh – RAD52 (human) annealing inhibition; recombinant RAD52 DNA annealing, FRET fluorescence; 360,000 tested, 0.46% active; AID 651710; inhibition, % at 18.7 µM; P43351;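 active means every replicate showing at least 50% inhibition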
Target sequence (P43351 whole entry, looked up): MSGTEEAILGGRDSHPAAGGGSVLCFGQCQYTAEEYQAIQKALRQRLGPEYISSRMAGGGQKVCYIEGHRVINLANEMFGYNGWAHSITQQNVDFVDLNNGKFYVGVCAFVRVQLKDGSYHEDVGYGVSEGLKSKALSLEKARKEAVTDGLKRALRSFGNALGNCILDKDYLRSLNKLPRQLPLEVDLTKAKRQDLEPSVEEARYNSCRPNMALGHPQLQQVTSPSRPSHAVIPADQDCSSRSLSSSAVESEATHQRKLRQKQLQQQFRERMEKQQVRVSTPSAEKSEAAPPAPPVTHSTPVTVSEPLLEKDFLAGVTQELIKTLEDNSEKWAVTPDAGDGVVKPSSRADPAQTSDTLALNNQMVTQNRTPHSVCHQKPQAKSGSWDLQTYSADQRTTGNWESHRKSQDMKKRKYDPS
RAD54 inh – blocks human RAD54 Holliday junction branch migration | 360,000 tested, 0.14% active | AID 602329 | Q92698 | inhibition, % at 10.4 µM | FAM/BHQ fluorescence;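 active means mean normalized replicate activity at least 40 and at least half of replicates scoring 40 or more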;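 further: 0% = median of neutral control wells and 100% = median of positive control wells; inhibitors cause a drop in the FAM fluorescence signal; in these data hits start at about 50%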
PGC1a acetyl inh – lowers PGC1a acetylation signal in U2OS cells | AlphaScreen anti-acetyl-lysine; with virally co-expressed GCN5 acetyltransferase | inhibition, % at 15.6 µM | 350,000 tested, 0.17% active;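 active means every replicate shows inhibition of at least 40%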;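 further: 0% = neutral control wells and 100% = positive control wells; some results beyond the cut were filed as inactive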
An asterisk follows results filed as active; / = not tested or not shown; [ ] = another dose, or the depositor's remark.

SMILES | ERAP1 HTS inh | PglD DTNB | miR122 inh | E-selectin induc | Cneo AK release | RAD52 anneal inh | RAD54 inh | PGC1a acetyl inh
CCn1c(C)nc2cc(S(N)(=O)=O)ccc21 | 0 | / | / | 0.4 | / | -22 | / | 4
CCCNC(=O)[C@H]1[C@H](CO)[C@H]2Cn3c(cccc3=O)[C@H]2N1C(=O)C1CCCC1 | 0 | 3 | 2[16.7 µM] | -0.1 | 0 | 15 | -9 | /
C[C@@H]1CN([C@H](C)CO)C(=O)c2cc(-c3cccc(F)c3)cnc2O[C@@H]1CN(C)Cc1cccnc1 | -1 | 1 | -1[16.7 µM] | 0.0 | -2 | -8 | 18 | 11
COc1ccc(CCCc2n[nH]c(=S)o2)cc1 | -1 | 1 | -7 | -0.1 | -1 | -3 | -3 | -8
O=C(O)CSc1ccc(Oc2ccc(SCC(=O)O)cc2)cc1 | 7 | -4 | -5 | / | -30 | -6 | -11 | 15
Cc1c(NC(=O)CCC(=O)N2CCCCC2)c(=O)n(-c2ccccc2)n1C | / | -6 | 0 | / | 2 | / | 1 | 12
CCC(=O)c1ccc(OCC(=O)Nc2ccc3c(c2)OCCO3)cc1 | 0 | / | -9 | 0.1 | / | 1 | / | -10
COC(=O)c1ccc(CNC(=O)CCNC(=O)c2ccco2)cc1 | -3 | -1 | / | 0.4 | 1 | -2 | 0 | /
Cc1ccc(Cn2nnnc2CN2CCC(O)(c3ccccc3F)CC2)cc1 | -3 | -2 | -5 | / | 0 | -8 | -6 | -16
CCC(=O)N1C[C@@H](C)[C@@H](OC)CN(C)C(=O)c2cc(NC(=O)CC(F)(F)F)ccc2OC[C@H]1C | -13 | / | / | -0.2 | / | -66 | / | -1
CN1CCC(N2CCN(C3CN(CCc4ccccc4)S(=O)(=O)C3)CC2)CC1 (stereo not given) | / | 0 | 1 | 7.1 | 1 | -18 | -8 | 16
CN1CCC(=O)N(CCSc2ccccc2)CC1 | 1 | 1 | -3 | 0.0 | 5 | 9 | -9 | 6

Three entries already listed, ordered by molar mass, low to high:
SMILES | ERAP1 HTS inh | PglD DTNB | miR122 inh | E-selectin induc | Cneo AK release | RAD52 anneal inh | RAD54 inh | PGC1a acetyl inh
COC(=O)c1ccc(CNC(=O)CCNC(=O)c2ccco2)cc1 | -3 | -1 | / | 0.4 | 1 | -2 | 0 | /
CN1CCC(N2CCN(C3CN(CCc4ccccc4)S(=O)(=O)C3)CC2)CC1 (stereo not given) | / | 0 | 1 | 7.1 | 1 | -18 | -8 | 16
C[C@@H]1CN([C@H](C)CO)C(=O)c2cc(-c3cccc(F)c3)cnc2O[C@@H]1CN(C)Cc1cccnc1 | -1 | 1 | -1[16.7 µM] | 0.0 | -2 | -8 | 18 | 11

(next part)
SMILES | ERAP1 HTS inh | PglD DTNB | miR122 inh | E-selectin induc | Cneo AK release | RAD52 anneal inh | RAD54 inh | PGC1a acetyl inh
O=C(COC(=O)c1ccc(Cl)cc1[N+](=O)[O-])NC(=O)c1ccccc1 | 1 | 0 | -4 | 0.0 | 4 | -3 | 7 | /
O=C(Nc1ccc(CN2CCOCC2)cc1)c1ccc(-c2cc(Cl)ccc2Cl)o1 | / | 2 | 5 | / | -2 | / | 0 | -8
Cn1c(=O)[nH]c(=O)c2c1nc(N1CCCCC1)n2CCCSc1nc2ccccc2s1 | / | -3 | -14 | / | -2 | / | -2 | -18
CNC[C@@H](CC1CCCCC1)NC[C@H](CC(C)C)NCCc1cccc(C(F)(F)F)c1 | 0 | -6 | -22 | 2.8 | 36 | 13 | 28 | 88*
CCNC(=O)C1(C)CCN(C(=O)c2ccc(OC)cc2OC)C1 (stereo not given) | -3 | 1 | -3 | 0.5 | 0 | -22 | 3 | /
COc1ccc(CNC(=O)C2CCN(S(=O)(=O)c3c(C)noc3/C=C/N(C)C)CC2)cc1 | / | 4 | -11 | / | -2 | / | -15 | -4
CC(Oc1ccc(Cl)cc1Cl)C(=O)N(Cc1ccco1)C1CCS(=O)(=O)C1 (stereo not given) | / | 4 | -1 | / | 1 | / | -9 | -3
Cn1c(SCC(=O)Nc2ccc(N3CCOCC3)c(Cl)c2)nnc1C(O)c1ccccc1 (stereo not given) | / | -1 | / | / | -1 | / | 0 | -11
O=C(C[C@@H]1CC[C@@H](NC(=O)c2ccc(F)cc2)[C@@H](CO)O1)NCc1ccncn1 | 0 | 0 | / | -0.1 | -3 | -9 | 0 | 14
Cc1noc(C)c1COc1ccccc1C(=O)NCc1ccco1 | -2 | -5 | 1 | / | -1 | -1 | -6 | -2
Clc1ccccc1-c1cnc2sc(NCc3ccc4c(c3)OCO4)nn12 | 0 | 0 | 0 | 1.1 | 4 | -7 | -2 | -23
CC(C)c1ccc(NC2CCCN(C(=O)CCc3cnn(C)c3)C2)cc1 (stereo not given) | 0 | 1 | 7 | 0.9 | -2 | -8 | -3 | /
Cc1nc(NCCc2ccc(S(N)(=O)=O)cc2)c2c3c(sc2n1)CCC3 | / | -6 | 0 | / | 1 | / | -5 | 6
COc1ccccc1-c1noc2ncnc(Nc3cccc(C)c3C)c12 | 1 | -3 | 0 | -0.1 | -2 | -22 | -4 | -2
CN(C)c1ccc(NC(=O)/C=C/c2ccccc2Cl)cc1 | / | 2 | -5 | / | -13 | / | -1 | -7
CSc1ccccc1C(=O)NC1CCCCCC1 | / | 5 | 16 | / | -1 | / | 2 | -89
Cc1nn(-c2ccccc2)c(N)c1Sc1cccc([N+](=O)[O-])c1 | / | 7 | -2 | / | -1 | / | 2 | -8
C[C@@H]1CN([C@@H](C)CO)C(=O)Cc2cc(NC(=O)Cn3cnnn3)ccc2O[C@H]1CN(C)S(=O)(=O)c1ccccc1 | 3 | 0 | 3[16.7 µM] | -0.1 | 1 | -11 | 4 | 2
COc1ccccc1C(=O)Nc1ccc2c(c1)C(=O)N(C)C[C@@H](OC)[C@@H](C)CN(C)[C@@H](C)CO2 | 8 | 4 | / | 0.1 | -2 | -5 | -8 | 3
O=C(O)c1ccc2c(c1)SC1=NS(=O)(=O)CCN12 | 2 | 1 | 0 | 8.1 | -1 | -1 | -7 | 7
O=C(OCc1ccccc1)N1CCc2ccccc21 | 1 | 6 | 8 | / | -8 | -13 | 4 | 8
CCc1c(C)sc(NC(=O)C2CC2)c1C(=O)OC(C)C | -6 | 2 | -8 | -0.1 | 6 | -3 | 1 | 6
CC(=O)N1C[C@@H]2[C@H](c3ccccc31)[C@H](CO)N2Cc1ccc(Cl)cc1 | / | 2 | 0[16.7 µM] | 0.4 | -1 | / | -13 | -6
CCOC(=O)Cc1csc(NC(=O)c2csc3c2CCCC3)n1 | / | 3 | 5 | / | -10 | / | -8 | -3

Look-ups from the list:
RAD54 inh with `Cc1nc(NCCc2ccc(S(N)(=O)=O)cc2)c2c3c(sc2n1)CCC3` is entered as -5
miR122 inh with `CSc1ccccc1C(=O)NC1CCCCCC1` is entered as 16

Next part
SMILES | ERAP1 HTS inh | PglD DTNB | miR122 inh | E-selectin induc | Cneo AK release | RAD52 anneal inh | RAD54 inh | PGC1a acetyl inh
Cc1ccncc1CNC(=O)c1ccccc1 | 2 | -1 | / | 0.0 | 2 | -4 | 0 | -10
COc1cc(/C=C/C(=O)NC(=O)c2ccccc2O)ccc1OC(C)=O | / | 8 | -5 | / | -12 | -4 | -4 | -15
CC1C=NC(S(=O)(=O)N2CC[C@@H]3[C@H]2c2cc(-c4ccccc4)ccc2N(C)[C@H]3CO)=N1 (stereo not given in full) | 0 | -2 | 13[16.7 µM] | 0.8 | 58 | 1 | 8 | 2
C=CCOc1c(CNc2cccc(C(=O)O)c2)cccc1OC | / | -4 | -6 | / | -1 | / | -9 | 4
CN(C)Cc1nc2c(c(=O)[nH]1)C1(CCCCC1)Cc1ccccc1-2 | 3 | -1 | -1 | / | 0 | 6 | -13 | 1
CN1C(=O)c2cc(NC(=O)Nc3cccc(Cl)c3)ccc2OC[C@@H]2O[C@H](CC(=O)O)CC[C@H]21 | -2 | 4 | -7[16.7 µM] | 0.2 | 59 | 10 | 3 | 1
O=C(O)[C@@H]1CCCN1C(=O)COc1ccc2c3c(c(=O)oc2c1)CCC3 | -2 | -4 | -5 | / | -3 | 4 | 4 | 4
C=CCNc1nc(C(F)(F)F)nc2c1nnn2Cc1ccccc1Cl | -1 | 6 | / | 0.8 | 1 | -12 | 5 | /
COc1cccc(OCc2cc(C(=O)NCc3ccc4c(c3)OCO4)no2)c1 | 1 | 1 | 3 | / | -9 | -7 | 2 | 3
CCc1c(O)nc(SCC(=O)Nc2nc3ccccc3s2)n(-c2ccccc2)c1=O | 5 | 0 | -1 | -0.3 | 3 | -14 | 2 | -8
CC1(C)C(=O)Nc2ccccc2N1C(=O)COC(=O)c1ccc(NC(N)=O)cc1 | 11 | -1 | -4 | -0.1 | 1 | -6 | -2 | -15
CSCC(=O)N1CCC(Oc2cccc(C(=O)NCc3ccccn3)c2)CC1 | 4 | -5 | -6 | / | 0 | -13 | -9 | 3
COc1ccc(Cc2nc3ccc(C(=O)N4CCCCC4CO)cc3o2)cc1OC (stereo not given) | 1 | 7 | 0 | 0.1 | -1 | -6 | 15 | 1
C[C@H](O)C#Cc1ccc2c(c1)O[C@@H](CN(C)CC1CCOCC1)[C@@H](C)CN([C@H](C)CO)S2(=O)=O | / | -2 | 13[16.7 µM] | -1.5 | -3 | / | 0 | 0
COc1ccc(CCNC(=O)c2ccc3nc(N4CCOCC4)sc3c2)cc1OC | -1 | / | -5 | 0.0 | -1 | -11 | -3 | -3
CCOc1cccc(C(=O)Nc2ccccc2N2CCN(C(=O)C(C)C)CC2)c1 | / | -17 | 0 | / | -12 | / | -16 | -6
Cc1cc(C)cc(N(CCC#N)C(=O)COC(=O)c2nc3nc(C)cc(C)n3n2)c1 | -11 | -4 | -1 | 0.1 | 2 | -10 | -7 | 19
Cn1cnc([N+](=O)[O-])c1Sc1ncccc1N | / | 4 | -6 | / | -2 | / | -12 | 2
CS(=O)(=O)N1CCCC(C(=O)N2CCN(c3cccc(Cl)c3)CC2)C1 (stereo not given) | -1 | / | -3 | / | / | -10 | / | -4
S=C1NCCOCCOCCOCCOCCNC(=S)N2CCOCCOCCN1CCOCC2 | 1 | 3 | -2 | -2.3 | 3 | 7 | 1 | 0

Structures shown so far that have two or more sulfur atoms:
SMILES | ERAP1 HTS inh | PglD DTNB | miR122 inh | E-selectin induc | Cneo AK release | RAD52 anneal inh | RAD54 inh | PGC1a acetyl inh
O=C(O)CSc1ccc(Oc2ccc(SCC(=O)O)cc2)cc1 | 7 | -4 | -5 | / | -30 | -6 | -11 | 15
Cn1c(=O)[nH]c(=O)c2c1nc(N1CCCCC1)n2CCCSc1nc2ccccc2s1 | / | -3 | -14 | / | -2 | / | -2 | -18
Cc1nc(NCCc2ccc(S(N)(=O)=O)cc2)c2c3c(sc2n1)CCC3 | / | -6 | 0 | / | 1 | / | -5 | 6
O=C(O)c1ccc2c(c1)SC1=NS(=O)(=O)CCN12 | 2 | 1 | 0 | 8.1 | -1 | -1 | -7 | 7
CCOC(=O)Cc1csc(NC(=O)c2csc3c2CCCC3)n1 | / | 3 | 5 | / | -10 | / | -8 | -3
CCc1c(O)nc(SCC(=O)Nc2nc3ccccc3s2)n(-c2ccccc2)c1=O | 5 | 0 | -1 | -0.3 | 3 | -14 | 2 | -8
S=C1NCCOCCOCCOCCOCCNC(=S)N2CCOCCOCCN1CCOCC2 | 1 | 3 | -2 | -2.3 | 3 | 7 | 1 | 0
